Source: PubChem BioAssay (several laboratories)
SUMO1-SIM PPI = SUMO1-SIM interaction modulation; SUMO1 binding to a labelled peptide, TR-FRET, 1 h; inhibition, % at 20 µM; hit rate 0.33% among 360,000; AID 602429; in the data active = inhibition above about 37%
Target sequence (P63165 whole entry, looked up): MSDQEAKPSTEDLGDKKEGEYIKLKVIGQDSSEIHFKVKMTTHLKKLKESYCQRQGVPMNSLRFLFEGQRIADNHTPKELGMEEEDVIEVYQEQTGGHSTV
NadD inh = inhibitors of Staphylococcus aureus NadD; purified NadD enzyme, colorimetric absorbance read-out; inhibition, % at 20 µM; hit rate 0.78% among 360,000; AID 602399; in the data active = inhibition above about 26%; note: some compounds past the cut are filed as inactive
TbMetRS inhib = blocks T. brucei methionyl-tRNA synthetase activity | AID 624268 | hit rate 0.4% among 360,000 | purified T. brucei MetRS, ATP depletion, Kinase-Glo luminescence | inhibition, % at 11.9 µM;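 active = inhibition above a per-plate cutoff of the control wells' mean inhibition plus 3 SD, cut at about 5.5% in these data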;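 note: 0% = DMSO wells median and 100% = median of wells with control inhibitor compound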
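Test system: purified T. brucei MetRS enzyme. Also added: ATP, methionine and E. coli bulk tRNA substrates. Compound: 11.9 µM single point. Schedule: 15 min enzyme-compound preincubation, 2 h reaction, 10 min detection, 25 °C. Signal: luciferase luminescence of residual ATP, Kinase-Glo. Evaluation: percent inhibition versus plate control medians. Controls: DMSO wells, low control.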
STEP block = STEP (human) phosphatase inhibition; AID 588621; P54829; hit rate 0.25% among 360,000; recombinant STEP, OMFP fluorogenic substrate, fluorescence; inhibition, % at 20 µM;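 active = inhibition at 20 µM, scaled per plate between control wells, above about 37%, limit read from the data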;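 note: 0% = DMSO with enzyme and substrate and 100% = substrate only without enzyme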
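System: STEP (striatal-enriched tyrosine phosphatase) enzyme, cell-free; medium: Bis-Tris pH 6.0 buffer with DTT, detergent; dosing: 20 µM, 1% DMSO; times: reaction 20 min, ambient temperature; detection: fluorescence, 480/540 nm; read-out basis: normalized % inhibition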
DNMT1 inh = DNMT1 (human) enzyme inhibition | P26358 | DNMT1 molecular beacon, Hinp1I cleavage, fluorescence | inhibition (reported as % activation of signal), % at 10 µM | hit rate 0.83% among 360,000 | AID 588458; in the data active = inhibition above about 50%
PABP1 MLLE inh = blocks PAM2 peptide binding to the PABP1 MLLE domain; P11940; GST-MLLE / FITC-PAM2 fluorescence polarization; inhibition, % at 20 µM; hit rate 0.36% among 360,000; AID 588489; in the data active = inhibition above about 35%, passing the limit was not always enough;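 note: plate controls were DMSO wells with GST-MLLE for no effect and wells lacking GST-MLLE protein for full effect; some results filed as inactive read as strong as hits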
Target sequence (P11940 whole entry, looked up, the tested form may be a part): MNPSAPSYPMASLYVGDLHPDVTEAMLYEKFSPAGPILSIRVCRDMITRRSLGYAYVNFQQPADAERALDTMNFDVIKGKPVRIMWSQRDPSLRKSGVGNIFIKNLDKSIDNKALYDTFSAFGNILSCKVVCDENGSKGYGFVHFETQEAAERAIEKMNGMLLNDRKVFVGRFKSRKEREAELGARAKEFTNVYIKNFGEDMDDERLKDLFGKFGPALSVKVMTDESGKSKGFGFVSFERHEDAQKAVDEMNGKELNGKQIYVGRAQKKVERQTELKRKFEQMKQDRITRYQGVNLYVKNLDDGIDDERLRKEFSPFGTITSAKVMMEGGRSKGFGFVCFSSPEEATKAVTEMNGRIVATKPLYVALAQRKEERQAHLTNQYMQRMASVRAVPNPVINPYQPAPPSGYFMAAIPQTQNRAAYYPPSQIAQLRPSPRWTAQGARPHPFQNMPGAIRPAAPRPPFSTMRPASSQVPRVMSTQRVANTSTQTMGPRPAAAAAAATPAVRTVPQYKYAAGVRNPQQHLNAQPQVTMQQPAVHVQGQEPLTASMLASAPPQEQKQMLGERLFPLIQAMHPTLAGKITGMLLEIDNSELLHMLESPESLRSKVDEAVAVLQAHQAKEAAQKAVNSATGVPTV
LMPTP block = blocks human LMPTP phosphatase. hit rate 0.22% among 360,000. AID 651560. inhibition, % at 20 µM. recombinant LMPTP-A, OMFP fluorogenic substrate, fluorescence intensity. P24666;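 active = compounds that cut the enzyme signal by at least half of the control window in the single-dose screen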;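 note: plate controls were DMSO wells with enzyme plus substrate for no effect and substrate without enzyme for full effect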
Target sequence (P24666 whole entry, looked up): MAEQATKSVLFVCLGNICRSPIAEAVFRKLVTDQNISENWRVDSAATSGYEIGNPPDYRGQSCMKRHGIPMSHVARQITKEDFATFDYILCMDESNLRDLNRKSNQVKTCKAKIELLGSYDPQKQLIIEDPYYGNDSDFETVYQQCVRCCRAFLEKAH
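Test system: LMPTP-A, protein tyrosine phosphatase of low molecular weight; Input: 0.625 nM enzyme; Incubation: 50 min dark incubation at room temperature; Signal: endpoint fluorescence intensity from OMFP dephosphorylation; Read-out basis: % inhibition versus control wells.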
Rpn11 inh = Rpn11 (human) deubiquitinase inhibition; calls only at 20 µM; hit rate 0.59% among 360,000; human 26S proteasome, Ub4-pepOG fluorescence polarization; 20S core pre-blocked with epoxomicin; AID 588493;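 active = inhibition at 20 µM, scaled to each plate's controls, above about 33%, limit read from the data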
CSN inh = blocks human CSN-mediated cullin deneddylation; Q92905; Purified CSN, SCF-Nedd8-OG deneddylation, fluorescence polarization; inhibition, % at 12.5 µM; hit rate 0.38% among 360,000;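 active = pattern-corrected inhibition above about 35%, with an unprinted fluorescence ratio check between 0.5 and 1.5, limit read from the data, passing the limit was not always enough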;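 note: 0% = enzyme with substrate and 100% = substrate without enzyme; some results filed as inactive read as strong as hits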
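assay system = purified human Csn5 enzyme expressed in HEK293T cells | amount = 0.24 nM enzyme | buffer or medium = Tris/NaCl/DTT buffer, pH 7.5 | reagent = 10 nM SCFSkp2-Nedd8OG | compound = one concentration, 12.5 µM, 0.25% DMSO | times = 90 min reaction at room temperature | signal = FP | read-out basis = % inhibition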
Scp-1 inhibitor = inhibitors of human Scp-1 phosphatase. inhibition, % at 20 µM. Q9GZU7. AID 493091. Recombinant Scp1, phosphopeptide, malachite green phosphate absorbance. hit rate 0.88% among 340,000;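 active = inhibition above about 50% at 20 µM, limit read from the data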;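 note: plate controls were DMSO wells with enzyme for no effect and wells lacking enzyme for full effect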
Target sequence (Q9GZU7 76-261 limits assumed): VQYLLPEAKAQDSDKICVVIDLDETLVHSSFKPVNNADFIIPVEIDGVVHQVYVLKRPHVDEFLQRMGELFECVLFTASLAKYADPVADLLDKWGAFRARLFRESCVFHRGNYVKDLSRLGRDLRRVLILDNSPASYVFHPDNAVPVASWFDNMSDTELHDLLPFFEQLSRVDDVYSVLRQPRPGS
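System: SCP-1 catalytic domain; Reagent: Phospho 17-mer peptide substrate; Doses: one concentration, 20 µM, with 1.0% DMSO; Incubation: 45 min room-temperature reaction, 5 min colour, 30 min stabiliser; Signal: Phosphate-binding colour reagent, absorbance read at 630 nm.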
* marks the source's active call; other numbers are inactive results; i = inactive; . = no result given. Compounds were not picked by outcome; about 3.6% have a hit in one of these screens.

SMILES | SUMO1-SIM PPI | NadD inh | TbMetRS inhib | STEP block | DNMT1 inh | PABP1 MLLE inh | LMPTP block | Rpn11 inh | CSN inh | Scp-1 inhibitor
O=C(/C=C/c1ccc(Cl)cc1Cl)c1ccc[nH]1 | -13 | -7 | -0.3 | 0 | 3 | -23 | 1.9 | i | 4 | -1
CCOc1cc(C)c(Cl)cc1S(=O)(=O)n1cnc2ccccc21 | 1 | -5 | -0.6 | 4 | 2 | 2 | -1.3 | i | -2 | 3
COc1ccc(CCC(=O)OCC(=O)Nc2ccc3[nH]c(=O)[nH]c3c2)cc1 | 11 | -2 | 0.0 | 5 | -1 | -24 | 0.0 | i | -13 | -5
C/C(=N\NC(=S)NCc1ccccc1)c1ccc2ccccc2c1 | 2 | 2 | -0.1 | -2 | -5 | 32 | 3.6 | i | -4 | -3
CCOc1ccc(NC(=O)COC(=O)C2(C)CC2(Cl)Cl)c([N+](=O)[O-])c1 (stereo not given) | -24 | -6 | 0.0 | 0 | -2 | 5 | 1.8 | i | -5 | -9
CCOc1cc(NC(=S)NCCCOC)c(OCC)cc1NC(=O)c1ccco1 | 4 | 1 | -0.2 | 1 | 1 | 0 | -1.6 | i | -2 | 0
Cc1ccc(S(=O)(=O)N2CCOCC2)cc1C(=O)OC(C)C(=O)c1ccccc1 (stereo not given) | -1 | -8 | -0.3 | 1 | -2 | 8 | 0.1 | i | 0 | -15
CC1=C(C(=O)OCc2ccccc2)C(c2ccccc2-c2ccccc2)NC(=O)N1CCCCCC(=O)O (stereo not given) | 12 | 10 | -0.1 | 1 | 5 | 11 | 0.4 | i | 4 | -11
Cc1ccc(C2C3=C(CC(C)(C)CC3=O)OC3=C2C(=O)CC(C)(C)C3)cc1 | -2 | -3 | -0.4 | 2 | 0 | -3 | 0.9 | i | 1 | -1
Nc1c(C(=O)CCC(=O)O)oc2ccc(Cl)cc12 | -22 | 4 | -0.5 | 0 | -2 | -3 | -2.3 | i | 0 | -5
COC(=O)c1cccc(NC(=O)Cn2cnc3c2c(=O)n(C)c(=O)n3C)c1 | 3 | 5 | -0.1 | -1 | 2 | -80 | -0.8 | i | 2 | 0
CC12CCC(=O)N1C(C(=O)NNC(=O)c1ccc(Cl)cc1)CS2 (stereo not given) | 7 | 2 | -0.3 | -1 | 0 | -11 | -0.2 | i | 0 | 0
O=C(CSc1nnc(CNC(=O)C23CC4CC(CC(C4)C2)C3)n1-c1ccccc1)Nc1ccccc1 | -4 | 5 | 0.2 | -1 | -7 | 21 | -2.5 | i | -22 | -3
Cc1ccc(C(=O)NCCNC(=O)c2ccccc2)cc1 | -1 | -2 | 0.6 | -3 | 1 | 7 | -1.5 | i | -7 | -6
O=C1NC(=O)C(=C2CCOC2=O)N1 | -29 | 0 | -0.1 | 0 | 7 | -9 | -1.1 | i | -1 | .
CCCc1nnc(NC(=O)CCC(=O)N2CCN(Cc3cc(Cl)ccc3OC)CC2)s1 | -1 | -8 | 0.1 | -1 | 1 | 13 | -1.5 | i | -1 | -5
COc1ccccc1Nc1nc(N)nc(CN2CCC(C)CC2)n1 | -2 | -3 | -0.1 | -3 | 3 | -3 | 0.1 | i | -10 | 2
COc1ccc(C(N)=O)cc1N | -2 | 0 | -0.3 | -2 | 2 | -1 | -0.2 | i | 4 | -13
COc1cc([N+](=O)[O-])cc2sc(NC(=O)C3CC3)nc12 | -9 | -3 | -0.7 | -2 | -3 | -8 | 0.3 | i | 7 | -6
CC(=O)NCCC(=O)Nc1nc(-c2cccs2)c(-c2cccs2)s1 | -2 | -4 | -0.6 | 3 | -23 | -2 | 1.7 | i | 4 | 0
COc1ccc2c(c1)C=CC1(O2)N(CCO)c2ccccc2C1(C)C (stereo not given) | -11 | 0 | -0.4 | 0 | -8 | -22 | 2.4 | i | 24 | -13
O=C(COC(=O)C1CC2CCCC(C1)C2=O)NNC(=O)c1ccccc1F (stereo not given) | 0 | -2 | -0.4 | -2 | 3 | 7 | -1.1 | i | -1 | -1
Cc1c(-c2nnc(SCC(=O)O)n2-c2ccccc2Br)nnn1-c1ccccc1 | -1 | -5 | -0.7 | -1 | 2 | -18 | -1.8 | i | -3 | -3
COC(=O)c1ccc(NC(=O)C[n+]2ccccc2C)cc1 | 2 | 0 | -0.6 | 2 | -1 | 7 | -2.0 | i | 2 | -2
c1ccc(Cn2c[n+](Cc3ccccc3)cn2)cc1 | 5 | 0 | 0.0 | 0 | 1 | -3 | -0.2 | i | 2 | -27

Fetched one by one from the list above (three):
SMILES | SUMO1-SIM PPI | NadD inh | TbMetRS inhib | STEP block | DNMT1 inh | PABP1 MLLE inh | LMPTP block | Rpn11 inh | CSN inh | Scp-1 inhibitor
CCOc1ccc(NC(=O)COC(=O)C2(C)CC2(Cl)Cl)c([N+](=O)[O-])c1 (stereo not given) | -24 | -6 | 0.0 | 0 | -2 | 5 | 1.8 | i | -5 | -9
COC(=O)c1ccc(NC(=O)C[n+]2ccccc2C)cc1 | 2 | 0 | -0.6 | 2 | -1 | 7 | -2.0 | i | 2 | -2
O=C1NC(=O)C(=C2CCOC2=O)N1 | -29 | 0 | -0.1 | 0 | 7 | -9 | -1.1 | i | -1 | .

(more compounds)
SMILES | SUMO1-SIM PPI | NadD inh | TbMetRS inhib | STEP block | DNMT1 inh | PABP1 MLLE inh | LMPTP block | Rpn11 inh | CSN inh | Scp-1 inhibitor
CCOC(=O)c1c(C)[nH]c(C(=O)N2CCCC(C(=O)c3cccc(OC)c3)C2)c1C (stereo not given) | -6 | -1 | -0.9 | 2 | 0 | -2 | -0.6 | i | -1 | -2
Cc1ccc(C)c2[nH]c(=O)c(CN(CC3CCCO3)C(=S)NCc3ccco3)cc12 (stereo not given) | -2 | -1 | -0.7 | 2 | -2 | -117 | 0.5 | i | -1 | -5
O=S(=O)(c1ccc2ccccc2c1)N1CCN(CCO)CC1 | -3 | -6 | 0.2 | -1 | 0 | -1 | -3.1 | i | 2 | 0
COc1ccccc1-c1cc(C(=O)Nc2c(F)cc(F)cc2Br)no1 | -1 | -7 | -1.1 | 2 | -3 | 7 | 2.9 | i | 2 | -2
CCOc1nc(OCC)c2[nH]c(C(=O)O)c(Br)c2n1 | 0 | 1 | -0.3 | -2 | 7 | 1 | -1.4 | i | 0 | -8
O=C(COc1ccc2c(-c3ccccc3)cc(=O)oc2c1)NCCCn1ccnc1 | -25 | 3 | -2.5 | 0 | 2 | 0 | 1.1 | i | -2 | 1
COc1ccc(OCCCC(=O)Nc2nccs2)cc1 | 1 | -6 | -0.9 | -3 | -2 | -1 | 2.5 | i | -1 | -7
COP(=O)(OC)C(Nc1ccc(C)cc1)c1ccc(Br)cc1 (stereo not given) | 4 | -2 | -0.2 | 0 | -5 | 0 | 0.2 | i | 0 | -5
CC(=O)Nc1ccc(NC(=O)C(C)OC(=O)C2(c3ccc(F)cc3)CCCC2)cc1 (stereo not given) | 2 | -7 | -0.6 | 1 | 1 | -15 | 1.0 | i | 0 | -12
O=C1c2ccc([N+](=O)[O-])cc2C(=O)N1Cc1cccnc1 | -32 | -5 | -0.2 | 0 | 2 | 0 | 1.5 | i | 2 | -6
O=C(/C=C/Nc1ccc(F)c(Cl)c1)c1ccco1 | -18 | -5 | -0.6 | 1 | -2 | -14 | 2.9 | i | 5 | 14
CCCn1c(SCC(=O)N2c3ccccc3CCc3ccccc32)nc2c1c(=O)n(C)c(=O)n2C | 1 | 0 | 0.0 | -1 | 1 | 7 | 0.3 | i | 3 | -2
C=CCOc1ccc(Br)cc1CNCCCN1CCOCC1 | -2 | -1 | 0.0 | 2 | -3 | 4 | -4.3 | i | -2 | -10
Nc1ccc(-c2nc3ccc(-c4nc5ccccc5o4)cc3[nH]2)cc1 | 8 | -7 | -0.2 | -2 | -6 | -8 | 2.6 | i | 7 | 0
Cn1c(=O)c2[nH]c(N3CCOCC3)nc2n(-c2ccccc2)c1=O | 3 | 2 | -0.8 | 0 | -1 | 13 | -1.4 | i | -5 | -7
COc1ccccc1OCc1nnc(SCC(=O)c2cc(Cl)ccc2OC)o1 | 3 | -4 | 0.2 | 5 | -8 | -3 | 3.8 | i | 0 | -13
CC1(CCl)N([O-])C2=C(CCCC2)[N+]1=O (stereo not given) | -8 | -1 | -0.6 | -1 | -5 | -3 | -0.1 | i | 1 | -1
Cc1cc(C(C2C(=O)CC(C)(C)CC2=O)C2C(=O)CC(C)(C)CC2=O)cc(C)c1OC(F)F | 0 | 6 | -0.9 | 1 | -1 | 32 | -0.5 | i | 4 | -6
CCCCCC1CC(CC(=O)NC(=S)Nc2ccccc2Cl)C(=O)O1 (stereo not given) | -1 | -2 | -0.5 | 1 | 1 | 28 | 2.7 | i | 1 | -2
CCC(=O)Nc1ccc(Nc2ccccc2)cc1 | -3 | -1 | -0.5 | -3 | -9 | 3 | -0.3 | i | 0 | -5
O=C(CCNC(=O)c1ccc(Cl)cc1)Nc1ccccc1N1CCCCC1 | -3 | -2 | -0.3 | 1 | 2 | -15 | 1.1 | i | 0 | -7
CCCCc1ccc(CC2S/C(=C(\C#N)C(=O)N3CCOCC3)N(c3ccccc3)C2=O)cc1 (stereo not given) | -1 | -2 | -0.8 | -3 | -1 | 4 | 0.4 | i | 2 | 0
Cc1nc2ccc(NC(=O)CSc3nnc(C)s3)cc2[nH]1 | 5 | 3 | -0.4 | -1 | 1 | 24 | -1.1 | i | -3 | -5
CCCS(=O)(=O)c1cn2cccc(N)c2c1S(=O)(=O)CCC | -9 | 0 | -1.3 | 0 | -1 | -3 | 0.4 | i | 5 | 0
Cc1ccccc1-c1nn(-c2ccc(F)cc2F)cc1CNC1CC1 | 1 | -8 | -0.3 | 0 | 1 | 0 | 0.3 | i | -22 | -5
Cc1cccc(Sc2ccc([N+](=O)[O-])cc2[N+](=O)[O-])n1 | -22 | -2 | -0.3 | -4 | 7 | 1 | -0.1 | i | 5 | -7
O=C(NCCc1c[nH]c2ccc(Cl)cc12)c1cccnc1 | -1 | 3 | -0.4 | 1 | -3 | 5 | -1.0 | i | 4 | 0

2 of the compounds above, in CSV form:
smiles,SUMO1-SIM PPI,NadD inh,TbMetRS inhib,STEP block,DNMT1 inh,PABP1 MLLE inh,LMPTP block,Rpn11 inh,CSN inh,Scp-1 inhibitor
Nc1ccc(-c2nc3ccc(-c4nc5ccccc5o4)cc3[nH]2)cc1,8,-7,-0.2,-2,-6,-8,2.6,i,7,0
Cn1c(=O)c2[nH]c(N3CCOCC3)nc2n(-c2ccccc2)c1=O,3,2,-0.8,0,-1,13,-1.4,i,-5,-7
